Screens: PubChem BioAssay, The Scripps Research Institute Molecular Screening Center
TbREL1 primary: TbREL1 inhibition, primary screen | P86926 | TbREL1 RNA ligation, FRET fluorescence | inhibition, % at 9.66 µM | hit rate 0.49% among 89,000;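 active = inhibition above the mean inhibition across all screened compounds plus 3 SD, cut at about 11% in these data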;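 note: 0% = plate median of test wells and 100% = NSC42067 control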
Target sequence (P86926 whole entry, looked up): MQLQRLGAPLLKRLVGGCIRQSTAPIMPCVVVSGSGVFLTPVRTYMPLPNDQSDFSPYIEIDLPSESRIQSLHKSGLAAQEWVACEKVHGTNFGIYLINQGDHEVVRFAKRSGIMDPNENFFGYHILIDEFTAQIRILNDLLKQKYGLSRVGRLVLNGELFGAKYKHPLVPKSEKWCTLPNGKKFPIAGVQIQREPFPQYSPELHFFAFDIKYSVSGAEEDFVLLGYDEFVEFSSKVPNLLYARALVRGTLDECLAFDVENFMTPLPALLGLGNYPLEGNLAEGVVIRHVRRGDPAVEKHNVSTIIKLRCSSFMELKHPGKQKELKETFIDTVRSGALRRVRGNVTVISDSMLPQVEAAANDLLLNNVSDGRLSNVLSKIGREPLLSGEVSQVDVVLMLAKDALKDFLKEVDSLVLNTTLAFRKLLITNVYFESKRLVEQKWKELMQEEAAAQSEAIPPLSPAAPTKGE
Active calls of the source: *. An excerpt; the hit share may differ from the screen's.

SMILES	TbREL1 primary
Cc1ccccc1-c1cc(C(=O)O)n(CC2CC(c3cccnc3)=NO2)n1 (stereo not drawn)	0
O=S1(=O)CC2c3ccccc3CCN2CN1CCc1ccccc1 (stereo not drawn)	0
CCc1onc(C)c1C(=O)Nc1ccc2c(c1)OCO2	1
COCC(C)NC(=O)c1cc2c(ccc3ccccc32)oc1=O (stereo not drawn)	-2
COc1cccc(/C=N\NC(C)=O)c1OC/C=C/c1ccccc1	-2
CCOC(=O)Oc1ccc(C(=O)OCCCN(C)C)cc1OC	6
O=C(Nc1cc(Cl)ccc1F)c1ccc(-n2cncn2)c([N+](=O)[O-])c1	-1
O=C1CCCC2=C1C(c1ccncc1)Nc1ccccc1N2 (stereo not drawn)	6
O=C(Nc1ccccc1)N1CCC(C(=O)N2CCN(S(=O)(=O)c3cccc(F)c3)CC2)CC1	-2
Cc1ccc(S(=O)(=O)Nc2ccccc2C(=O)N2CCCCC2C)c(C)c1NS(C)(=O)=O (stereo not drawn)	3
Cc1cc(=O)oc2cc(OC(C)C(=O)Nc3nccs3)ccc12 (stereo not drawn)	3
CC(C)Sc1nnc([C@H](Cc2ccccc2)NC(=O)OC(C)(C)C)o1	0
Cc1nc(Sc2nnnn2C)c2c3c(sc2n1)CCC3	0
COc1ccc(S(=O)(=O)Nc2ncccc2C)c2ccccc12	2
COCCn1c(C)cc(C(=O)COC(=O)c2[nH]c(C)c(C(C)=O)c2C)c1C	-6
O=C(Nc1cc(Cl)ccc1O)c1snnc1-c1ccccc1	2
CCCCN1C(=O)C(=O)N(CC(=O)Nc2ccc(C(N)=O)cc2)C1=O	0
Cc1nn(CC(=O)N2CCc3ccccc3C2)c(C)c1[N+](=O)[O-]	2
CN(C(=O)COC(=O)CSc1ccc(C(N)=O)cc1[N+](=O)[O-])C1CCCCC1	-2
CCCn1c(NC(=O)C2CCN(C(=O)c3ccc(F)cc3)CC2)nc2ccccc21	1
Cc1cc(C)nc(N2CCC(C(=O)N3CCN(c4cc(Cl)ccc4C)CC3)CC2)n1	-1
CN(CC(=O)Nc1ccccc1C(F)(F)F)C(=O)c1ccc(N2C(=O)CCC2=O)cc1	0
COc1cc(C(=O)NCc2cccc3ccccc23)ccc1OCc1ccccc1	4
N#C/C(=C/c1cn[nH]c1-c1ccc(Br)cc1)C(=O)O	0
O=C1c2ccccc2C(=O)N1CCCP(=O)(O)CCc1ccccc1	1
Cn1c(O)c(N=NC(=O)CNC(=O)c2ccccc2)c2ccccc21	2
COc1ccc(-c2cc(C(=O)N3CCN(Cc4ccc5c(c4)OCO5)CC3)on2)cc1OC	-1
CCOC(=O)c1cnc(-n2nc(C)cc2C)nc1Nc1cccc(C(=O)O)c1	3
CCOC(=O)c1ccc(S(=O)(=O)Nc2cc(C(=O)O)ccc2Cl)cc1	0
S=C(c1cn(CCOc2cccc3ccccc23)c2ccccc12)N1CCCC1	-3
C[C@@H](C(=O)Nc1ccc2ccccc2c1)[C@@H]1C[C@@]1(C)[C@@H](NC(=O)c1ccccc1)c1ccccc1	1
O=[N+]([O-])c1ccc(O)c(-c2cc(C(F)(F)F)nc(-c3ccccc3)n2)c1	1
O=C(Cc1ccc(-n2c(=O)[nH]c3ccsc3c2=O)cc1)NCc1cccnc1	1
CC(=O)N1CCN(C(=O)c2ccc(Cl)c(S(=O)(=O)N3CCCCCC3)c2)CC1	-2
Nc1[nH][nH]c(=O)c1N=Nc1ccc2c(c1)OCO2	2
CCC(C(=O)Nc1sc(C(N)=O)c(C)c1C(=O)OC)c1ccccc1 (stereo not drawn)	-3
N=C(c1ccc([N+](=O)[O-])cc1)N1CCCCCC1	3
CCOc1ccc(CCNC(=O)COC(=O)c2nc(Cl)ccc2Cl)cc1OCC	-2
COc1ccc(NC(=O)Cc2csc(NC(=O)Nc3ccccc3OC)n2)c(OC)c1	2
Cn1c(=O)[nH]c(=O)c2[nH]c(NCCCN3CCOCC3)nc21	-2
CCCC(=O)Nc1ccc(C(=O)NCCc2ccc(F)cc2)cc1	0
CC1=CC2=NC(=O)/C(=C\c3ccc(-c4ccc(Cl)cc4)o3)C(=N)N2O1	5
CCC[C@H]1[C@@H](NCc2cccs2)CC[C@@]23CCCN2C(=O)CCC[C@@H]13	-3
CCc1nc2ccccc2c(C(=O)OCC(=O)Nc2ccc(S(=O)(=O)N3CCOCC3)cc2)c1C	0
C=CCNc1oc(-c2cccc(Cl)c2)nc1C#N	1
CCOc1ccc(N(CC(=O)NC2CCCCCC2)S(=O)(=O)c2ccccc2)cc1	0
CCSc1ccc([C@@H]2[C@@H]3C(=O)N(C)C(=O)[C@@H]3[C@]3(C(=O)OC)CCCCN23)cc1	-2
COc1ccc(-c2nnc(SCC(=O)NC(C)c3ccccc3)o2)cc1 (stereo not drawn)	4
Cc1ccc(OCC(=O)N/N=C/c2cc([N+](=O)[O-])ccc2N2CCCCC2)cc1	0
CC1(Cc2ccc(OC(F)(F)F)cc2)C(=O)Nc2c(Cl)ccc(Cl)c21 (stereo not drawn)	0

The list continues.
SMILES	TbREL1 primary
CCOc1ccccc1Cn1c(=O)oc2ccc(C)cc21	0
COc1ccc(-n2c(SCC(=O)NCC3CCCO3)nc3c([nH]c4ccccc43)c2=O)cc1OC (stereo not drawn)	-3
CCCc1cc(=O)[nH]c(SCC(=O)Nc2sc(C(N)=O)c(C)c2C(=O)OCCOC)n1	-1
COc1ccccc1N1CCN(Cc2nc(N)nc(Nc3ccc(C)c(Cl)c3)n2)CC1	0
CCOc1ccccc1NC(=O)CSc1nnc(-c2ccccn2)n1Cc1ccco1	4
C=CCCC(=O)N1C[C@H]2CON(C)[C@H]2C[C@H]1c1ccccc1Br	7
c1nc(N2CCC3(CC2)OCCO3)c2c3c(sc2n1)CCCC3	1
Cc1ccc(C(=O)NCCc2ccc(F)cc2)s1	5
CC(Oc1ccc(C#N)cc1)C(=O)c1ccc(F)c(F)c1 (stereo not drawn)	1
COC(=O)c1ccc2nc(-c3ccc(F)cc3)c(Cc3cccc(F)c3)n2c1	4
Cc1nnc(NC(=O)c2ccc3c(c2)OCO3)s1	-4
COc1ccc(NS(=O)(=O)c2cc(C(=O)NNC(=O)c3ccncc3)ccc2OC)c(OC)c1	-2
COc1ccc(C(=O)COC(=O)CCN2C(=O)C3C4C=CC(C5CC45)C3C2=O)cc1 (stereo not drawn)	-2
CN(CC(=O)NCCC1=CCCCC1)S(=O)(=O)c1ccc2c(c1)c(=O)n(C)c(=O)n2C	-3
Cc1nc(C)c(C(=O)OCC(=O)Nc2ccccc2SCC#N)s1	-2
COc1ccccc1-c1nnc(SCC(=O)O)n1C	6
O=C(CSc1ncn[nH]1)Nc1ccc2c(c1)CCC2	-2
O=C(NC1CCCC1)c1cccc2c1C(=O)c1ccc(Cl)cc1S2(=O)=O	8
CN1CCN(C(=O)c2cccc(-c3cnc4cnc(-c5ccccc5Oc5ccccc5)cn34)c2)CC1	-2
Cc1ccc(OCC(=O)N(C)C2CCCCC2)c([N+](=O)[O-])n1	1
CCOc1cc(/C=C(\C#N)C(=O)Nc2cccc(C(=O)O)c2)ccc1OCc1ccccc1Cl	5
COc1ccc(-c2noc3c2-c2nc(-c4ccc(Cl)cc4)sc2CC3)cc1	1
O=C(N1CCOCC1)N1CCC(n2nnc3cc(F)ccc32)CC1	0
C/C(NCC(C)(C)CN(C)C)=C(/C#N)C(=O)NCc1ccccc1	2
c1ccc(-c2ccc(CN3C[C@@H]4C(c5ccccc5)C5(c6cccnc6)CC4(C5)[C@H]3c3ccccc3)cc2)cc1 (stereo partly drawn)	-3
Cc1ccc(N(CC(=O)NCc2ccccc2)S(=O)(=O)c2c(C)noc2C)cc1	-1
Cc1cccc(OCCn2c(=O)sc3ccccc32)c1	0
Cn1c(Cc2cccs2)nnc1SCC(=O)Nc1ccc2c(c1)OCO2	1
Cc1cccc(CC(=O)NCCN2CCOCC2)c1	3
CC1=CC2=NC(=O)/C(=C\c3cccn3CCOc3cc(C)cc(C)c3)C(=N)N2O1	-2
NC(=O)CC(NC(=O)Cc1ccc(Br)cc1)c1ccc(NC2CCCCCCC2)c([N+](=O)[O-])c1 (stereo not drawn)	0
Cn1cc(Cl)c(/C(N)=N/OC(=O)c2ccccc2C(F)(F)F)n1	0
COc1ccc(CN(C)c2ncnc3sccc23)c(OC)c1OC	6
Cn1c(Cn2c(=O)sc3ccccc32)nnc1SCc1ccc(F)cc1	2
COC(=O)c1ccc(CN2CC3CC(c4ccccc4)N4CCCC34C2=O)cc1 (stereo not drawn)	-3
CC(OC(=O)c1cccn1C)C(=O)Nc1ccc2c(c1)OCO2 (stereo not drawn)	-1
Cc1ccc(-c2nc(CS(=O)CC(=O)NCCN(CC(C)C)CC(C)C)c(C)o2)cc1 (stereo not drawn)	-1
N/C(Cc1cccs1)=N\OC(=O)COc1ccccc1Cl	-3
O=C(O)CCNS(=O)(=O)c1ccccc1Br	4
C/C=C(/C)C(=O)Nc1cccc(C2=NOC3(C2)C[C@@H](C(N)=O)N(C(=O)c2ccc(OC)cc2)C3)c1 (stereo partly drawn)	0
CCCOc1ccc(CSC(CC(=O)O)C(=O)O)cc1 (stereo not drawn)	2
CCOC(=O)c1[nH]c(C)c(C(=O)NC)c1C	-1
N#Cc1cccc(NC(=O)c2cncn2-c2ccccc2)c1	0
O=C(C1=C[C@H](C2CC2)C[C@H](OCCCCO)O1)N1CCN(Cc2ccc3c(c2)OCO3)CC1	3
CN(CCc1ccccc1)C(CCc1ccccc1)C(=O)Nc1ccc2c(c1)OCCO2 (stereo not drawn)	-1
O=C(C1CCCN(S(=O)(=O)c2ccccc2[N+](=O)[O-])C1)N1CCN(Cc2ccccc2)CC1 (stereo not drawn)	-2
CC(=O)N(c1ccc2oc(=O)sc2c1)S(=O)(=O)c1cccs1	-3
N#Cc1ccccc1OCC(=O)OCC(=O)NC1CCCC1	0
CS(=O)(=O)c1ccc(NCCN2CCOCC2)c([N+](=O)[O-])c1	0
COc1ccc(CCNC(=O)C2CCCN(c3nc4ccccc4s3)C2)cc1OC (stereo not drawn)	-2

The list continues.
SMILES	TbREL1 primary
COc1ccc(C2C(C#N)=C(N)Oc3cc(O)ccc32)cc1 (stereo not drawn)	-3
NC(=O)c1ccc(/C(N)=N/S(=O)(=O)c2cc(C(F)(F)F)cc(C(F)(F)F)c2)cc1	2
Cc1ccc(CN2CCN(Cc3cccc4c3OCO4)CC2CCO)cc1 (stereo not drawn)	-2
COc1cccc(C(=O)N[C@H](C(=O)N2CCC[C@H]2C(=O)NCCc2ccccc2Cl)C2CCCCC2)c1	1
CN(C)c1cccc(C(=O)NNC(=O)C23CC4CC(CC(C4)C2)C3)c1	-6
Cc1cc(C)n(CC(=O)NC2CCCc3c2cnn3-c2ccc(C)c(C)c2)n1 (stereo not drawn)	0
CCc1cccc(CC)c1NC(=O)Cn1c(-c2ccc(F)cc2)noc1=O	3
COC(=O)C1=C(C)NC(=O)/C1=C\c1cc(C)n(-c2ccccc2C)c1C	2
CCCCCCSc1nsc(NC(=O)CCC)n1	2
Cc1nc(Cc2nnc(SCC(=O)N(C)c3ccccc3)o2)cs1	3
COc1ccc(CCNC2=NCCS2)cc1OC	0
O=C(COc1ccc(Cl)cc1Cl)N(c1ccccn1)C1CCCCC1	1
CCC(CC)c1nnc(NC(=O)CS(=O)(=O)Cc2ccccc2)s1	0
CC(C)CC(NC(N)=O)C(=O)NCc1ccc(Cl)cc1 (stereo not drawn)	0
COc1ccc(NS(=O)(=O)c2cccc(NC(=O)CCS(=O)(=O)c3ccccc3)c2)cc1	-5
Cc1cccc(-n2cnc(C(=O)N/N=C/c3ccccc3)c2)n1	3
O=C(c1cccc(S(=O)(=O)NCc2ccc3c(c2)OCO3)c1)N1CCCC1	0
C[C@H]1[C@@H](O)CC[C@@]23CCCN2C(=O)CCC[C@@H]13	-4
Cc1ccc(CN2CC(C(=O)N3CCN(S(=O)(=O)c4cc(C)ccc4C)CC3)CC2=O)cc1 (stereo not drawn)	0
Nn1c(SCC(=O)Nc2ccc(OCc3ccccc3)cc2)nnc1-c1cc(-c2ccc(F)cc2)n[nH]1	8
CCCCn1nc2cc(C(=O)N(CC)c3ccc(OC)cc3)ccc2c1OCC	0
CCOC(=O)c1c(NC(=O)COC)sc(C(C)=O)c1C	2
CC(C)C(=O)Nc1cccc(C(=O)Nc2ccccc2C(=O)O)c1	1
Cn1c(CCNS(=O)(=O)c2ccccc2)nc2cc([N+](=O)[O-])ccc21	-1
CC(=O)c1cccc(NC(=O)CSc2nnc(-c3ccncc3)o2)c1	0
CCO[C@@H]1OC(C(N)=O)=C[C@H](C2CCCCC2)[C@H]1CCCO	-1
O=S(=O)(Nc1ccccc1)c1ccc(F)cc1	1
